Screening results as filed in PubChem.
Arrestin-AP2 inh: inhibitors of human beta-arrestin and AP2 interaction; FITC-arrestin peptide / GST-AP2 beads, flow cytometry; AP2 beta2 appendage carries R879A mutation; inhibition, % at 10 µM; hit rate 0.31% among 340,000;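 active = inhibition above a set limit, near 3 SD of compounds lacking own fluorescence, cut at about 54% in these data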;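 also: plate controls were DMSO wells for no effect and 5 µM unlabelled arrestin peptide for full effect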
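Test system: GST-tagged AP2 beta2-adaptin appendage (R879A) on 4 µm glutathione beads; also added: fluorescein-tagged arrestin peptide at 50 nM final; timing: 12 min plus 1 h, RT; signal: flow cytometry, FL1 (488/535 nm); read-out: percent drop in bead-associated FITC signal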
C-LANA FP: KSHV C-LANA DNA binding inhibition; AID 504423; hit rate 0.078% among 340,000; inhibition, % at 9 µM; MBP-C-LANA/FAM-LBS DNA binding, fluorescence polarization;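 active = highest replicate inhibition at or above 60% at 9 µM, even if other replicates fall short; inactive = all replicates below 60% inhibition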;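 also: 0% = neutral control wells and 100% = 4 µM acridine orange control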
Keap1 Nrf2 FP: Keap1-Nrf2 (human) interaction inhibition; hit rate 0.15% among 340,000; inhibition, % at 9.4 µM; Q14145; Keap1 Kelch-Nrf2 peptide fluorescence polarization, 1536-well; in the data active = inhibition above about 12%; inconclusive = no clear call, values can overlap the other calls; inactive = below about 7.3%;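 also: human Keap1 Kelch domain with fluorescein labeled Nrf2 9mer peptide probe; 0% = neutral control wells and 100% = peptide positive control; higher means more block of Keap1 binding to Nrf2 peptide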
Wnt bcat act: activates Wnt/beta-catenin signaling in a reporter cell assay; AID 743398; hit rate 1.2% among 300,000; activator, plate reader; activation, % at 9.35 µM; in the data active = activation above about 30%, passing the limit was not always enough; inconclusive = no clear call, values can overlap the other calls;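 also: 0% = neutral control wells and 100% = positive control wells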
OPRM1-OPRD1 ag: agonists of human mu-delta opioid receptor heterodimerization. P35372+P41143. cells, OPRM1-OPRD1 heterodimerization, luminescence. activation, % at 9.3 µM. hit rate 0.3% among 340,000; in the data active = activation above about 18%;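 also: 0% = vehicle-treated cells and 100% = reference agonist; values of inactives mirror those of a sister screen read the other way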
Pemphigus Ab inh: human desmoglein-3 autoantibody binding inhibition | DSG3-coupled beads, scFv-anti-DSG3-GFP binding, flow cytometry; hits give low values | binding (percent of control), % at 10 µM | hit rate 0.48% among 310,000 | AID 588358;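 active = binding more than 3 SD below its plate's average and above zero; inconclusive = below that plate limit but binding exactly zero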;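 also: hits lower antibody fragment binding to DSG3; some compounds called inactive have numbers as strong as hits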
Target sequence (P32926 whole entry, looked up, the tested form may be a part): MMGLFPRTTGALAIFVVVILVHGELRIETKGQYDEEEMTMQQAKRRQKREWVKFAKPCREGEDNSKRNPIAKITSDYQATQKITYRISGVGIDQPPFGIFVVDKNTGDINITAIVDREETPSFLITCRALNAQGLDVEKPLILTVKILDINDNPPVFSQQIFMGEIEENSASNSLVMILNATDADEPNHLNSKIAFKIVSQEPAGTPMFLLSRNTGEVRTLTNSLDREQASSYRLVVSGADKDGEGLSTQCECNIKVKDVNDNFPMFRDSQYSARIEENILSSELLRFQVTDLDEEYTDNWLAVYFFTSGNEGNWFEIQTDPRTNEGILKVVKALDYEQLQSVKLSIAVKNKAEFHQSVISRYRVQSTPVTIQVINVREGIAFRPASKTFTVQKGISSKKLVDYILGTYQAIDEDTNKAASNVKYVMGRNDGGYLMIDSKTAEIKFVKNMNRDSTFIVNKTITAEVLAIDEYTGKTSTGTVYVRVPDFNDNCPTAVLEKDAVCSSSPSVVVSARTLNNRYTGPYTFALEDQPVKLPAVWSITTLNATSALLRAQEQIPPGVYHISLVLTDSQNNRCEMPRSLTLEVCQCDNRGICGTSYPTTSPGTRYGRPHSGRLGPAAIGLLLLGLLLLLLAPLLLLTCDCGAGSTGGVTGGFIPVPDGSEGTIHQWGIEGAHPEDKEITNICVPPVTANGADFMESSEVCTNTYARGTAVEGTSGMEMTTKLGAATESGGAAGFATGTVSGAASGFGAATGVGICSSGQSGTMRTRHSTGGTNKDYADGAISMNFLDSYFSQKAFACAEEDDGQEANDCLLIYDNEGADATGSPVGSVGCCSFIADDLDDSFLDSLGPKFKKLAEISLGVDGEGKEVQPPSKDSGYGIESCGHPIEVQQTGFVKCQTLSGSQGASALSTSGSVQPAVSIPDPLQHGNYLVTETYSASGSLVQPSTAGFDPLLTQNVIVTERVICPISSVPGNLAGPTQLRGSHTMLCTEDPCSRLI
cardiac RTF act: increases calcium sensitivity of human cardiac regulated thin filaments. P19429+P45379. IANBD-labeled TnC RTF fluorescence at EC20 calcium; 0% EC20 calcium, 100% full calcium. activation, % at 7.2 µM. hit rate 0.24% among 340,000;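 active = activation above the mean over all tested compounds plus 3 SD, cut at about 30% in these data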;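 also: rise in fluorescence read as greater calcium sensitivity of cardiac thin filaments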
V-ATPase pH: regulators of yeast V-ATPase proton transport; S. cerevisiae, pHLuorin cytosolic pH fluorescence; response, % at 10 µM; hit rate 0.37% among 350,000; in the data active = response mostly above about 7.3%, no sharp cut-off; inactive = mostly below about 5.4%; also: actives read high; inactives centre near 0; some compounds called inactive have numbers as strong as hits; reference of the scale not given here
Cardiac RTF inh: cardiac RTF calcium desensitization; P19429+P45379; IANBD-labeled cardiac RTF, Ca2+ fluorescence; inhibition, % at 7.15 µM; hit rate 0.12% among 340,000;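 active = inhibition above the mean inhibition of all tested compounds plus 3 SD, cut at about 17% in these data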;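 also: assay run at fixed EC70 calcium of 1.6 mM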
MOR-DOR inv ag: inverse agonist of human OPRM1-OPRD1 heterodimerization. P35372+P41143. cell-based MOR-DOR heterodimer luminescence, inverse agonism. inhibition, % at 9.3 µM. hit rate 0.21% among 340,000; in the data active = inhibition above about 22%, passing the limit was not always enough;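 also: 0% = cells with DMSO and 100% = wells without cells with DMSO; values of inactives mirror those of a sister screen read the other way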
An asterisk follows results filed as active; ? = inconclusive; . = no result given.

Compound	cardiac RTF act	V-ATPase pH	MOR-DOR inv ag	Arrestin-AP2 inh	Wnt bcat act	Keap1 Nrf2 FP	C-LANA FP	OPRM1-OPRD1 ag	Pemphigus Ab inh	Cardiac RTF inh
CC(C(=O)OCc1nnc(-c2ccccc2)o1)N1C(=O)C2CCCCC2C1=O (centres undefined)	-1	-2	13	17	1	-5	-0.1	-2.3	105	2
COc1cccc(NC(=O)CN(C)C(=O)CSCc2nc3scc(-c4cccs4)c3c(=O)[nH]2)c1	0	-4	3	-18	-5	1	1.5	-0.6	110	-1
CCN(CC(=O)Nc1c(F)cccc1F)C(=O)COc1cccc2c1OC(C)(C)C2	-4	9	5	11	1	-2	-0.2	-1.0	99	-6
CS(=O)(=O)N1CCc2nc(-c3ccccc3)sc2C1	-6	3	15	38	36*	0	0.2	-3.2	104	-1
CCC(=O)N(CCC(c1ccccc1)c1ccco1)Cc1cccs1 (centres undefined)	-1	2	-16	6	4	-11	0.5	2.6	123	8
COc1ccc(-c2nc3ccccc3n2CCC(C)C)cc1OC	2	1	3	4	.	2	-3.8	-0.6	100	-6
Cc1ccc(NC(=S)Nc2cc(-c3ccccc3)[nH]n2)cc1Cl	8	5	-41	4	-2	-7	-0.2	8.1	104	-6
Cc1cc(C(=O)OCC(=O)Nc2ccccc2Br)c(C)o1	-1	-3	-2	-7	1	-5	0.5	0.4	98	-7
CC1(C)CC(=O)C(C(C2=C(O)CC(C)(C)CC2=O)c2cccnc2)C(=O)C1 (centres undefined)	3	-3	13	-8	-3	0	1.4	-2.9	.	-7
c1ccc2c(c1)Nc1ccncc1S2	-5	3	1	42	0	4	-0.4	-0.2	109	5
COc1ccc(OC)c(S(=O)(=O)N2CCC(C(=O)N3CCN(Cc4ccccc4)CC3)CC2)c1	-3	0	2	2	.	-4	-1.0	-0.4	109	6
Cc1cccn2c(=O)c(C=O)c(Sc3ncccn3)nc12	-1	-2	8	3	-1	-4	0.5	-1.6	100	-4
Fc1ccccc1Nc1nc(Cl)nc(Cl)n1	-4	-6	13	15	1	-2	-0.4	-2.7	99	-7
CC1=C(C)C(=O)N(C(C)CCc2ccccc2)C1=O (centres undefined)	2	2	-6	-2	1	1	-1.4	1.2	121	-4
O=C(Nc1ccc(S(=O)(=O)Nc2ccccn2)cc1)c1ccccc1	-2	2	6	9	1	-6	1.8	-1.0	.	6
Cc1cc(C)cc(C(=O)NC(CC(N)=O)c2ccc(N3CCC(Cc4ccccc4)CC3)c([N+](=O)[O-])c2)c1 (centres undefined)	14	-4	18	-4	-3	-9	2.8	-3.3	105	-7
O=[N+]([O-])c1cc(C(F)(F)F)ccc1NCCc1ccccn1	-7	-2	10	2	7	4	-1.3	-1.9	.	0
O=C(c1ccc2nsnc2c1)N1CCN(c2ccc([N+](=O)[O-])cc2)CC1	-3	-1	2	-6	-4	4	0.2	-0.4	96	8
CCC(C)(C(=O)NC1CCCC1)N(C(=O)Cc1cccs1)c1c(C)n(C)n(-c2ccccc2)c1=O (centres undefined)	3	1	6	15	0	-4	-0.4	-1.4	104	-7
COc1ccc(Nc2nccc(-c3ccc([N+](=O)[O-])cc3)n2)cc1	4	-1	-40	0	0	-2	-1.6	8.4	104	-1
CCCC(=O)Nc1cc(C(=O)O)ccc1S(=O)(=O)c1ccc(Cl)cc1	-1	5	-2	-3	-1	0	-1.4	0.3	95	-11
O=C(COC(=O)/C=C/c1ccc(S(=O)(=O)N2CCOCC2)cc1)Nc1ccccc1F	1	0	12	11	-4	-3	-0.6	-2.3	89	1
COCCCNC(=O)c1ccc(CS(=O)(=O)c2cccc(C(F)(F)F)c2)o1	-2	0	10	7	-2	-3	0.1	-2.2	99	-9
CCc1ccc(NC(=O)Cn2nnc(-c3ccc(C)cc3-n3cnnn3)n2)cc1	2	1	-3	-9	-2	-3	-2.9	0.5	94	6
CC(=O)Nc1c(O)c2ccccc2[nH]c1=O	10	-3	21	-2	17	-4	1.0	-4.3	112	1
CC1(C)CC(=O)C2=C(C1)N(Cc1ccc(F)cc1)C(=O)C2(NC(=O)c1cccnc1)C(F)(F)F (centres undefined)	1	-1	4	12	.	1	2.0	-0.9	103	-2
COc1ccccc1N1CCN(C(CNS(=O)(=O)c2ccccc2)c2cccnc2)CC1 (centres undefined)	10	0	-22	3	2	0	1.5	4.0	103	-12
CC1CCN(S(=O)(=O)N2CCN(C(=O)c3ccc4c(c3)OCO4)CC2)CC1	-3	2	12	5	1	1	0.3	-1.8	.	0
CCCCC1(C)NC(=O)N(CC(=O)Nc2ccc(Cl)cc2C)C1=O (centres undefined)	4	0	8	42	-3	-2	-0.4	-1.5	122	1
NC(=O)NCc1cccc(Cl)c1	-1	-2	3	-6	.	-6	-0.8	-0.5	96	0
Cc1ccc(-n2c(SCc3cn4ccsc4n3)nc3ccccc3c2=O)cc1	-9	-1	16	-1	-3	-2	1.3	-2.9	.	-15
CC(=O)c1cc(-c2ccccc2)n(CCC(=O)NCc2cccs2)c1C	-3	0	9	-5	-1	1	-1.8	-2.1	.	-5
CCOC(=O)[C@H]1[C@H]2COc3ccccc3[C@@H]2N2C(=O)CN(Cc3ccccc3)C(=O)[C@@]12C	-4	-3	-1	6	0	1	0.4	0.2	104	-18
N=c1ccn(Cc2ccc(Cl)cc2)cc1	-4	-2	2	1	.	-6	0.3	-0.5	99	7
COC(=O)C1CCN(c2nc3ccccc3nc2C(C#N)C(=O)OCC(C)C)CC1 (centres undefined)	7	-1	12	4	-1	-4	0.3	-2.1	80	-19
COCCOC(=O)c1c(NC(=O)CNC2CCCc3ccccc32)sc(C(N)=O)c1C (centres undefined)	6	1	12	6	-5	1	-1.4	-2.2	95	-5
CC(C)Cc1ccc(C#N)c(SCC(N)=O)n1	1	0	11	1	-2	-1	0.9	-1.9	98	4
CC(=O)c1ccc(CCCc2ccc(C(C)=O)cc2)cc1	-10	-8	-2	23	3	4	2.8	0.5	123	-7
O=C(c1cc([N+](=O)[O-])cc([N+](=O)[O-])c1)N(c1ccccn1)c1ccccn1	-3	-3	-9	7	-8	1	-0.6	1.4	93	-17
O=C(NCc1ccco1)C1CC(O)CN1C(=O)Nc1ccccc1 (centres undefined)	-6	-3	16	24	1	2	-0.9	-2.5	100	-12
CC1CCN(C(=O)c2cc3nc(C4CC4)cc(C(F)(F)F)n3n2)CC1	-6	0	-2	0	-1	5	-3.5	0.4	.	-5
COC(=O)c1cc(C)nc2c1c(C)nn2-c1ccccc1	-2	-1	-24	-27	3	44*	20	4.6	99	-4
Cc1ccc(NC(=O)c2oc3ccccc3c2C)nc1	1	-2	20	4	?	1	-0.7	-3.9	106	-2
CCn1c(SCC(=O)NC2CCCCC2C)nnc1-c1ccc(OC)cc1 (centres undefined)	2	0	1	6	.	2	-1.7	-0.3	101	-3
Cc1ccc(-c2csc3ncnc(SCC(N)=O)c23)cc1	-5	.	-6	-3	-2	-9	-0.7	0.9	107	-1
COc1ccc(Cl)cc1N/C(N)=N/c1nc(CSc2ccc(C)cc2)cc(=O)[nH]1	8	3	5	-5	.	-2	0.4	-0.9	92	-6
CC1(C)CC(=O)C(C(C2=C(O)CC(C)(C)CC2=O)c2cccs2)C(=O)C1 (centres undefined)	-3	11*	6	5	.	2	-1.1	-1.2	85	1
N#Cc1ccc(-c2ccc3c(c2)OCO3)nc1SCC(=O)OCc1ccccc1	-1	0	-8	2	0	4	3.1	1.4	.	-11
O=C(CNC(=O)c1cc2c(n(-c3ccccc3)c1=O)CCCC2=O)c1ccccc1	-2	-2	14	3	0	1	0.0	-2.0	107	2
COc1ccc(S(=O)(=O)N(C)CC(=O)NCc2cccnc2)cc1OC	-2	3	19	8	.	-4	1.8	-3.3	104	2

(continued)
Compound	cardiac RTF act	V-ATPase pH	MOR-DOR inv ag	Arrestin-AP2 inh	Wnt bcat act	Keap1 Nrf2 FP	C-LANA FP	OPRM1-OPRD1 ag	Pemphigus Ab inh	Cardiac RTF inh
CC(C)C(=O)Nc1cccc(NC(=O)c2ccc(Cl)cc2Cl)c1	7	-2	7	30	16	4	0.4	-1.4	112	-4
O=C(c1ccncc1)c1ccc(NC(=O)c2cccs2)cc1	2	0	16	14	3	3	0.3	-3.1	105	4
O=C(Nc1ccccc1OC(F)F)c1ccc(S(=O)(=O)N2CCCC2)cc1	-1	2	5	2	1	-6	-1.4	-1.2	.	-10
CC(=O)N1c2ccc(S(=O)(=O)N3CCCC(C(=O)Nc4ccc(F)cc4)C3)cc2CC1C (centres undefined)	9	9	2	2	-9	-1	-0.5	-0.3	98	-3
Cn1c(=O)n(C)c2cc(NC(=O)CSc3nnc(-c4ccccc4O)n3-c3ccccc3)ccc21	0	6	4	-6	.	-6	-2.3	-1.0	.	-13
COc1ccc2c(c1)[N+](C)(C)C(C)(C)C=C2C	-2	-5	8	-23	-1	-1	-1.2	-1.6	98	-3
O=C(O)c1[nH]c2ccccc2c1C(c1cc(Br)ccc1O)c1c(C(=O)O)[nH]c2ccccc12	-16	-1	14	5	0	-6	3.7	-2.8	114	12
O=C(Nc1nnc(C2=COCCO2)o1)c1ccc(Cc2ccccc2)cc1	0	0	5	-7	0	-3	0.0	-1.0	109	-4
O=C(Cc1ccccc1[N+](=O)[O-])NCCC1=CCCCC1	-2	-3	-12	9	5	-3	-0.9	2.3	105	11
Cc1nn(-c2ccccc2)c2c1C(O)n1c(nc3ccccc31)S2 (centres undefined)	4	0	-18	7	.	2	0.6	2.9	98	6
CCC(C(=O)NCCC(C)C)n1ccc2cc(S(=O)(=O)N3CCCCC3)ccc21 (centres undefined)	1	-4	9	-7	.	5	-0.3	-1.8	110	2
COc1ccc(C2CC(c3cccs3)=NN2C(=O)CSC2=NCCS2)cc1 (centres undefined)	5	4	10	6	2	-9	-0.3	-2.0	135	6
COC(=O)N/N=C/c1cn(CCOc2ccccc2)c2ccccc12	3	-7	12	0	30	1	-3.3	-2.4	107	-2
Cc1cc(C)nc(N/N=C/c2cc3c(cc2[N+](=O)[O-])OCO3)n1	5	-3	12	10	56*	0	-0.2	-2.3	94	3
COc1ccc(/C=C/C(=O)C2(O)CCCCC2)cc1	4	-2	10	-9	0	-2	0.0	-2.0	.	-1
C=CCOc1ccnc(-c2ccccc2)n1	-2	-2	-5	-4	-1	-6	-2.3	0.9	94	-3
COc1ccc(S(=O)(=O)Nc2ccc3cn[nH]c3c2)cc1C	1	-1	-1	17	-1	5	0.3	0.3	101	-2
